# CRFR2-BP antag: CRF-BP/CRF-R2 complex antagonism. inhibition, % at 11.8 µM. 350,000 compounds, 0.59% hits. HEK293 CRF-R2/CRF-BP, CRF-induced calcium fluorescence;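 active = inhibition of the ligand-induced calcium signal above about 50% at the single tested concentration, limit read from the data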
# GalR3 antag: antagonists of human GalR3; HEK293 GalR3-CNG cAMP membrane potential fluorescence; galR3 body fused to GalR1 C-terminus; inhibition, % at 3 µM; 360,000 compounds, 0.44% hits; AID 651719;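 active = inhibition above the screen-wide average plus 3 SD, cut at about 13% in these data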;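 also: forskolin and galanin both at EC90 stimulate the cells; cAMP rise reported by CNG channel membrane potential dye signal; 0% = forskolin plus galanin with DMSO and 100% = forskolin alone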
# Target sequence (O60755 1-299 limits assumed): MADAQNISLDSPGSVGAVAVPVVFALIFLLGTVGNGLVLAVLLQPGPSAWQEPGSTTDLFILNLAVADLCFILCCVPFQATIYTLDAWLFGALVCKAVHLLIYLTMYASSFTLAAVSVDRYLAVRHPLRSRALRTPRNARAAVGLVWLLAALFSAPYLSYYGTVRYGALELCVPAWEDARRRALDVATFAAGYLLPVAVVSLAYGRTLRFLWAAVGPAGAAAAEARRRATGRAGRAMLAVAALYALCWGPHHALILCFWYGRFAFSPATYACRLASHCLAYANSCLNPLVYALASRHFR
# CRFR2-BP ag: agonists of human CRF-binding protein/CRF-R2 receptor complex | HEK293 CRF-R2/CRF-BP, calcium dye fluorescence (FLIPR); percent of saturating CRF peptide response | activation, % at 13.2 µM | 350,000 compounds, 0.46% hits | AID 588473;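 active = activation of at least 50%, plus an integration ratio under a set limit after plate pattern correction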;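 also: plate controls were neutral control wells without compound for no effect and CRF at EC100 for full effect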
# MEKK3 PB1 HTS: MEKK3-MEK5 PB1 interaction, increase or decrease | bead-based flow cytometry, Alexa488-MEK5 binding to MEKK3; actives lie on both sides; 0 = blocked by unlabeled MEK5, 100 = vehicle | AID 1529 | 290,000 compounds, 1.4% hits | binding response (% of control), % at 10 µM;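 active = binding response more than 3 SD above or below the average of its plate-row segment, actives on both sides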;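 also: Alexa488 bead fluorescence after subtracting the streptavidin-only scavenger bead signal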
# Target sequence (Q99759 whole entry, looked up): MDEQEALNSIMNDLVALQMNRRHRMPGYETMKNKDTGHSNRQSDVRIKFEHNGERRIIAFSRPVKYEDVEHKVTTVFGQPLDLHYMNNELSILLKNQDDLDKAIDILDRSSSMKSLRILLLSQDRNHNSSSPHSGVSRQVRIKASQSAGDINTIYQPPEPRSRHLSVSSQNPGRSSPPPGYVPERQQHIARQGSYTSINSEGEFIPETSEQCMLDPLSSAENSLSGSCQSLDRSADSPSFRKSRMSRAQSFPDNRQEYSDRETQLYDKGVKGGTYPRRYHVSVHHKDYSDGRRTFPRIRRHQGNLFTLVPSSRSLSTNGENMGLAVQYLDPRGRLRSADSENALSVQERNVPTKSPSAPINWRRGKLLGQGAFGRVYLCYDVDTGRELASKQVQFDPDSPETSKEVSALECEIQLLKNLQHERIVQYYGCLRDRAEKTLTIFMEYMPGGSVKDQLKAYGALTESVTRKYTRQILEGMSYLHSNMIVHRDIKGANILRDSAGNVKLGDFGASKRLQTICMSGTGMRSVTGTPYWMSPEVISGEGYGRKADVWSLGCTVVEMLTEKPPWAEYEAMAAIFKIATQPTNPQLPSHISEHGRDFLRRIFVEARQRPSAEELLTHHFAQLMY
# FID counter: counter-screen for HCV NS3 helicase inhibitors: DNA intercalator displacement; DNA fluorescent intercalator displacement, fluorescence; inhibition, % at 7.9 µM; 290,000 compounds, 0.17% hits; in the data active = inhibition above about 37%;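 also: 0% = vehicle and 100% = reference compound; higher means more ethidium bromide displaced from hairpin DNA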
# MEKK2 WT-MEK5: raises or lowers MEK5 binding to wildtype human MEKK2 PB1 domain. 290,000 compounds, 1.1% hits. binding response (% of control), % at 10 µM. Q9Y2U5. bead flow cytometry, Alexa488-MEK5 binding to MEKK2 WT; actives lie on both sides; in the data active = binding response below about 67% or above about 130%
# SUMO HTRF inh: inhibitors of human SUMOylation (UBC9); AID 2006; inhibition, % at 35 µM; HTRF SUMOylation assay, SAE1/SAE2 + UBC9, in vitro; 290,000 compounds, 0.36% hits; P63279; in the data active = inhibition above about 50%, passing the limit was not always enough; also: strong numbers were not always called active
# Target sequence (P63279 whole entry, looked up): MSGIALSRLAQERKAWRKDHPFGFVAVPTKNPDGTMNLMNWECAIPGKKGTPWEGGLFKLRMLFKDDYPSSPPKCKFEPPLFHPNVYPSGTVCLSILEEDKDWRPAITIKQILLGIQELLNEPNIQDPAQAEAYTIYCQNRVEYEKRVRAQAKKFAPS
# NS3 helicase inh: blocks Hepatitis C virus NS3 helicase unwinding; NS3 helicase DNA unwinding, Cy5 molecular beacon fluorescence; inhibition, % at 10.9 µM; 290,000 compounds, 0.56% hits; AID 1800;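 active = inhibition above the mean of all tested compounds plus 3 SD, set per campaign, cut at about 35% in these data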;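 also: 0% = DMSO wells and 100% = thioflavine S control wells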
#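 System: NS3 helicase fragment of HCV / Schedule: 1 h at 25 °C / Control set: DMSO alone as 0% and 110 µM thioflavine S as 100% / Reagent: Cy5/quencher beacon DNA duplex and ATP to start / Technique: Cy5 fluorescence / Replication: singlicate / Evaluation: % inhibition of end-to-start signal ratio versus controls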
# MEKK2 mut-MEK5: signal of MEK5 binding to mutant human MEKK2 PB1 domain; bead flow cytometry, Alexa488-MEK5 binding to MEKK2 mutant; percent response, % at 10 µM; 290,000 compounds, 0.35% hits; in the data active = percent response above about 24%, passing the limit was not always enough; also: inactives centre near 1; some results filed as inactive read as strong as hits
# Active calls of the source: *; · = no result given. This is a subset (hit frequency here may not be typical).
SMILES,CRFR2-BP antag,GalR3 antag,CRFR2-BP ag,MEKK3 PB1 HTS,FID counter,MEKK2 WT-MEK5,SUMO HTRF inh,NS3 helicase inh,MEKK2 mut-MEK5
O=c1c2ccccc2nc(/C=C/c2cccc([N+](=O)[O-])c2)n1CCO,11.0,-5.4,-0.7,96.0,-5.1,100.0,3.4,0.7,-2.0
CC(=O)c1c(C)[nH]c(C(=O)NCc2ccccc2)c1C,-22.7,-6.7,-0.7,102.0,-1.2,102.0,14.2,0.7,5.0
CCOc1cc(N2CCOCC2)c(OCC)cc1NC(=O)COc1ccc2ccc(=O)oc2c1,·,·,·,87.0,-2.4,92.0,-9.3,7.2,-2.0
CCOC(=O)c1nnsc1N,18.1,-5.7,-1.9,102.0,-1.6,103.0,7.1,2.7,3.0
CC(=O)Nc1ccc(/C=N/NS(=O)(=O)c2cc(C)ccc2C)cc1,-6.5,-8.4,-2.0,102.0,-12.0,100.0,2.6,-16.6,3.0
CN(C)c1oc(-c2ccc(OCc3ccc(Cl)cc3)cc2)nc1C#N,8.8,-6.2,-0.6,98.0,0.5,102.0,16.7,2.2,6.0
Cc1cccc(CCNC(=O)CC2C(=O)NCCN2Cc2ccc(F)c(F)c2)n1 (stereo not drawn),7.9,-3.7,0.5,96.0,-5.3,97.0,-10.3,-3.9,-10.0
COc1ccc(N2C(=O)CCC(C(=O)NCc3cccnc3)C2c2ccc(OC)c(OC)c2)cc1 (stereo not drawn),-20.1,-0.7,1.5,109.0,-3.0,102.0,11.4,1.9,3.0
CCc1nnc(NS(=O)(=O)c2ccc(NC(=O)/C=C/c3ccc(OC)cc3OC)cc2)s1,20.4,-3.5,0.1,101.0,-33.2,103.0,29.2,-1.6,-1.0
O=C(NNS(=O)(=O)c1ccc(F)cc1)c1ccc([N+](=O)[O-])cc1Cl,0.8,-7.4,3.3,103.0,0.7,107.0,8.7,-0.5,10.0
CCOC(=O)N1CCc2c(sc3c2c(=O)n(Cc2ccccc2)c(=O)n3Cc2ccccc2F)C1,-5.2,4.4,-1.1,76.0,-4.8,83.0,-14.5,-5.6,-7.0
CCNc1ccc(C(=O)O)cc1N,9.3,-1.0,-0.9,92.0,-13.8,91.0,33.9,6.8,-3.0
N#Cc1ccc(CSc2nnc(-c3ccccn3)n2-c2ccc(Cl)cc2)cc1,0.9,-3.1,1.0,95.0,-36.4,93.0,12.8,-20.0,-6.0
CCOC(=O)CSc1nc(=O)n2cc(C)ccc2n1,1.1,-2.4,-1.4,101.0,3.7,95.0,21.5,-1.2,-5.0
COc1ccc(S(=O)(=O)Nc2nc3ccccc3s2)cc1OC,6.1,-8.7,-0.9,103.0,-11.8,101.0,11.1,-0.2,0.0
CCN(C(=O)c1cccc(S(=O)(=O)N(C)C)c1)C12CC3CC(CC(C3)C1)C2,-15.1,-14.7,6.7,102.0,-40.1,100.0,7.4,-27.8,2.0
S=C(NCCCN1CCOCC1)Nc1cccc(Cl)c1,19.9,12.2,-3.4,103.0,2.7,102.0,3.0,-8.4,2.0
Brc1ccc(-c2cn3c(n2)CCc2ccc4cccnc4c2-3)cc1,-16.6,-0.3,0.4,115.0,-3.4,113.0,16.3,-8.2,4.0
Cc1nnc(SCC(=O)N(C)CC(=O)Nc2ccc(F)cc2)n1Cc1ccccc1,1.6,-4.5,-0.9,92.0,-25.6,97.0,5.4,-26.5,-5.0
COc1ccc(NCc2nnc(SCC(=O)Nc3ccc(OC)cc3OC)o2)cc1,26.3,1.3,0.5,100.0,-12.4,99.0,7.4,-12.3,-3.0

# Among those listed so far, these contain two or more sulfur atoms:
SMILES,CRFR2-BP antag,GalR3 antag,CRFR2-BP ag,MEKK3 PB1 HTS,FID counter,MEKK2 WT-MEK5,SUMO HTRF inh,NS3 helicase inh,MEKK2 mut-MEK5
CCc1nnc(NS(=O)(=O)c2ccc(NC(=O)/C=C/c3ccc(OC)cc3OC)cc2)s1,20.4,-3.5,0.1,101.0,-33.2,103.0,29.2,-1.6,-1.0
COc1ccc(S(=O)(=O)Nc2nc3ccccc3s2)cc1OC,6.1,-8.7,-0.9,103.0,-11.8,101.0,11.1,-0.2,0.0

# The list goes on.
SMILES,CRFR2-BP antag,GalR3 antag,CRFR2-BP ag,MEKK3 PB1 HTS,FID counter,MEKK2 WT-MEK5,SUMO HTRF inh,NS3 helicase inh,MEKK2 mut-MEK5
CCCCCCCNC(=O)c1ccc(N2CCC3(CC2)OCCO3)c([N+](=O)[O-])c1,-14.6,-1.7,-1.5,100.0,-22.8,100.0,-16.9,0.0,-1.0
CCOC(=O)CCCn1ncn2c(cc3occc32)c1=O,3.8,-1.9,-0.3,99.0,-2.9,99.0,3.9,2.4,1.0
CCOC(=O)Cc1c(C)c2c(O)cc(O)cc2oc1=O,-1.3,-7.9,-0.4,102.0,-4.6,100.0,33.8,13.5,5.0
N#Cc1c(N)oc(-c2ccccc2)c1-c1ccccc1,4.9,-3.2,0.0,92.0,-3.1,95.0,10.1,10.6,-2.0
CCCOC(=O)Nc1cc(OC)ccc1[N+](=O)[O-],-15.3,-5.4,-0.3,98.0,-3.1,99.0,-0.4,4.2,1.0
CC1CN(C(=O)C2CCCN2S(=O)(=O)c2ccc(Cl)cc2)CC(C)O1 (stereo not drawn),-7.7,-2.2,-1.3,101.0,-3.3,101.0,-13.3,0.1,-1.0
Nc1cc(=O)[nH]c(SCC(=O)Nc2ccc(Cl)c(Cl)c2)n1,-5.8,-3.1,-0.6,101.0,0.1,97.0,29.8,1.2,1.0
CC(=O)C1=C(C)NC(SCC(=O)c2ccc(Cl)cc2)=C(C#N)C1CC(C)C (stereo not drawn),23.6,-7.4,0.5,110.0,-6.2,104.0,1.4,4.8,1.0
CC(Sc1ncnc2c1cnn2-c1ccccc1)C(=O)NCC1CCCO1 (stereo not drawn),9.1,-2.1,0.2,102.0,-23.9,96.0,15.5,0.5,6.0
CC(C)Cc1cc(C(=O)N2CCC(N3CCC(C(=O)N4CCCC4)CC3)CC2)n[nH]1,-15.5,2.4,2.2,85.0,-3.7,98.0,6.1,-5.2,2.0
CC(=O)Nc1ccc(S(=O)(=O)N[C@H](C(=O)O)C(C)C)cc1,-0.6,1.1,-0.5,98.0,0.2,97.0,4.4,1.6,-3.0
O=C(NCC1CCCO1)c1onc(CSc2cccc(Cl)c2)c1C(=O)O (stereo not drawn),8.8,-5.6,-0.4,105.0,-29.5,108.0,9.9,5.8,6.0
Cc1ccc(S(=O)(=O)Nc2cc(C(=O)Nc3cc(C)cc(C)c3)ccc2Cl)cc1,55.2*,-3.3,-2.1,81.0,-8.7,77.0,-3.5,-6.1,-9.0
OCCn1c(-c2ccc(F)cc2)csc1=Nc1ccccc1,13.2,-7.8,-1.0,98.0,-9.4,99.0,13.1,6.1,-2.0
COc1ccc(CN(C)CC(=O)Nc2sc3c(c2C#N)CCC3)c(OC)c1,-3.5,2.1,1.1,96.0,-2.3,93.0,-4.6,2.0,-7.0
Cc1nn(C(C)C(=O)NC2C(=O)N3C(C(=O)O)=C(CSc4nnnn4C)CSC23)cc1Cl (stereo not drawn),3.7,-6.4,-0.6,101.0,-15.2,91.0,1.5,22.3,-9.0
COc1ccc(/C=N/n2c(=O)[nH]c3c([nH]c4ccc(C)cc43)c2=O)cc1CN1CCOCC1,22.1,·,-1.6,102.0,-2.1,107.0,18.0,19.8,6.0
Cc1ccc(C)c(NC(=S)NNC(=O)c2ccc(Br)o2)c1,-4.9,-6.2,-1.9,·,-1.7,·,-13.1,-6.4,·
COc1cc(/C=C2/C(=N)N3C=CSC3=NC2=O)ccc1OCCCOc1ccccc1C,-5.3,-7.5,0.5,104.0,-12.5,105.0,-14.8,1.1,4.0
Cc1cc(C)c(N2C(=O)CCCC2=O)c(Cl)c1,-2.1,-10.9,0.0,103.0,-0.1,103.0,16.9,-3.8,1.0
CC(=O)c1ccc(NC(=O)C(C)N(C)CC(=O)Nc2cccc(F)c2)cc1 (stereo not drawn),-2.0,-1.5,0.0,115.0,-16.4,116.0,3.8,-3.2,2.0
Cc1cccc(C(=O)Nc2ccccc2N2CCN(c3ccc(F)cc3)CC2)c1,-19.7,-3.4,0.5,106.0,0.1,101.0,4.0,-3.2,1.0
CCc1ccnc(NS(=O)(=O)c2ccc3c(c2)OCCO3)c1,2.8,-5.8,-1.0,100.0,-5.2,102.0,6.3,-2.4,0.0
COc1ccc(CNC(=S)NCc2ccc(F)cc2)cc1,-10.0,1.0,-2.3,109.0,-8.5,114.0,-3.4,-7.4,11.0
O=C(NC(=S)NCC1CCCO1)c1ccc([N+](=O)[O-])cc1 (stereo not drawn),17.6,7.4,0.6,98.0,0.5,101.0,-3.9,1.5,-1.0
CCCC(=O)NC(NC(=S)Nc1c(C)n(C)n(-c2ccccc2)c1=O)C(Cl)(Cl)Cl (stereo not drawn),30.2,-0.8,3.4,103.0,-7.1,102.0,-17.7,-0.6,6.0
COc1cc(NC(=O)c2cccc(Cl)c2)ccc1NC(=O)c1cccs1,-13.0,-4.6,-1.2,133.0*,-4.0,116.0,24.2,0.6,0.0
O=C(CN(C(=O)c1csnn1)c1ccc(F)c(Cl)c1)NCc1ccccc1,4.5,-4.2,0.8,98.0,-16.6,94.0,9.8,1.1,-3.0
COC(=O)CCC(=O)OC1(C)C(=O)C=C2C=C3CCCN3C=C2C1=O (stereo not drawn),-0.9,-6.1,0.7,97.0,·,101.0,36.3,·,3.0
c1cc(-c2noc(CCC3CCCC3)n2)ccn1,10.9,0.8,-4.8,104.0,-0.3,106.0,-5.3,0.8,12.0
O=C(O)C1=C[C@H](c2ccc(C(F)(F)F)cc2)C[C@H](OCc2ccc(CO)cc2)O1,-3.6,3.2,0.6,82.0,-35.2,107.0,8.7,17.2,4.0
CCOC(=O)c1cc(CC)sc1/N=C/C1=C(O)CC(C)(C)CC1=O,-12.0,0.4,-1.7,136.0*,-0.8,109.0,-4.1,10.0,1.0
CC(C)(C)c1ccc(/C=C/C(=O)Nc2ccncc2)cc1,-52.7,-1.7,1.0,100.0,10.1,108.0,20.0,20.8,-1.0
O=C(N/N=C/c1ccccc1F)c1ccccc1OCc1ccccc1,8.8,-14.1,-0.8,100.0,-32.6,89.0,-10.1,0.2,0.0
C/C(=N\NC(=O)c1ccc2nc[nH]c2c1)c1ccc([N+](=O)[O-])cc1,·,·,·,109.0,-8.6,106.0,1.9,-7.0,0.0

# Individual results from above:
# O=C(O)C1=C[C@H](c2ccc(C(F)(F)F)cc2)C[C@H](OCc2ccc(CO)cc2)O1 @ CRFR2-BP antag = -3.6
# O=C(N/N=C/c1ccccc1F)c1ccccc1OCc1ccccc1 @ CRFR2-BP antag = 8.8
# C/C(=N\NC(=O)c1ccc2nc[nH]c2c1)c1ccc([N+](=O)[O-])cc1 @ NS3 helicase inh = -7.0

# In the list so far, two have bromine:
SMILES,CRFR2-BP antag,GalR3 antag,CRFR2-BP ag,MEKK3 PB1 HTS,FID counter,MEKK2 WT-MEK5,SUMO HTRF inh,NS3 helicase inh,MEKK2 mut-MEK5
Brc1ccc(-c2cn3c(n2)CCc2ccc4cccnc4c2-3)cc1,-16.6,-0.3,0.4,115.0,-3.4,113.0,16.3,-8.2,4.0
Cc1ccc(C)c(NC(=S)NNC(=O)c2ccc(Br)o2)c1,-4.9,-6.2,-1.9,·,-1.7,·,-13.1,-6.4,·

# Screening data deposited in PubChem BioAssay by several laboratories.
